NCI-60 one-dose screen, 48 h, at 10 µM unless noted. Numbers give growth in % (100 = growth as untreated, 0 = no growth, -100 = all killed).
HL-60(TB): HL-60(TB) leukemia cells; actives 9% (n = 78,000); AID 1794776; active = growth percent below 10
The depositor's hits bear a star. Not all compounds are listed; the hit share may differ from the screen's.

SMILES | HL-60(TB)
CCCCc1nc(Cl)c(C2CC(c3ccc(S(N)(=O)=O)cc3)=NN2C(C)=O)[nH]1 (stereo unspecified) | 91
N#CC(C#N)=CNC(=S)Nc1ccc(S(=O)(=O)Nc2nccs2)cc1 | 98
O=c1[nH][nH]c(=O)c2cc([N+](=O)[O-])ccc12 | 96
CCN(CC)c1ccc2c(c1)OC(N)=C(C#N)C2c1cc(OC)c2c(c1)OCO2 (stereo unspecified) | 13
C=CCN1C(=O)c2cccc3c(-c4ccc5c(c4)c(-c4nc6ccccc6s4)cn5CC=C)ccc(c23)C1=O | 102
CCCCC1(C2CCCC2)NC(=O)NC1=O (stereo unspecified) | 91
CCOc1ccc2nc(C)cc(Nc3ccc(S(=O)(=O)N=C(N)N)cc3)c2c1 | 97
COc1ccc2cc([C@H](C)C(=O)N/N=C/c3ccccc3F)ccc2c1 | 74
COc1cnc2c(c1)C(=O)c1c-2n(CCCNC2=NCCS2)c(=O)c2cc(F)ccc12 | -45*
C/C(=N\N=C1/NC(=O)C(CC(=O)O)S1)c1nnn(-c2ccc(Cl)cc2)c1C (stereo unspecified) | 99
Cc1ccc2nc(-c3c(C)nn(-c4ccccc4)c3N3CCCCC3)[nH]c2c1 | 93
CC(C)OC(=O)c1nn(Cc2ccccc2)c2cc(F)c(F)cc12 | 100
C/C=C/C(=O)OCCN1CCN(C(=O)/C=C/C)CC1 | 110
Cc1ccc2c(c1)/C(=N/c1nc(-c3ccccc3Cl)cs1)C(=O)N2 | 90
CCN(CC)Cc1nnc(CCC(=O)c2nc3ccc([N+](=O)[O-])cc3[nH]2)o1 | 106
O=C(NCCCNc1nccc(-c2c(-c3cccc(F)c3)nc3sccn23)n1)c1c(F)cccc1F | 55
N#C/C(=C\c1ccc(-c2ccc(Cl)cc2Cl)o1)C(=O)c1c[nH]c2ccccc12 | 101
CSc1nc(O)cc(=O)n1C | 102
Cc1ccc(OC2=C(C#N)C(=N)N3C(=NN2)Sc2c(C)ccc(C)c23)cc1 | 109
CC(=O)c1cc(C(=O)c2ccc3c(c2)Sc2ccccc2N3)c2c(C)cccn12 | -4.5*
CC(C)OC(=O)[C@H](C)N[P@@](=O)(OC[C@@]1(C)O[C@@H](n2ccc(N)nc2=O)C[C@@H]1O[P@](=O)(N[C@@H](C)C(=O)OC(C)C)Oc1ccccc1)Oc1ccccc1 | 93
COc1ccc(/C(C)=C(\c2ccc(Cl)cc2)c2ccc(OCCN3CCCCC3)cc2)cc1 | 33
CSc1nc2ccccc2n1C | 81
Nc1cc(SCc2ccc(Cl)cc2Cl)ncn1 | 98
COc1cc(C(=O)NCC(=O)NNC(C)C)cc(OC)c1OC | 100
SMILES | HL-60(TB)
O=c1cc2oc3cc(O)c(O)cc3c(-c3ccccc3)c-2cc1O | 90
COc1ccc(C2CC(c3ccc4c(c3)OCO4)=NN2C(N)=S)cc1 (stereo unspecified) | 96
COc1cc(N=Nc2c(O)c3ccccc3[nH]c2=O)c(OC)cc1N=Nc1ccccc1 | 92
O=C(c1nnc(NCc2ccccc2)o1)c1c[nH]c2ccccc12 | 101
Brc1ccccc1/C=N/Nc1nc(N/N=C/c2ccccc2Br)nc(N2CCCCC2)n1 | 104
Cc1c(O)cc(-c2csc(Nc3ccc(Br)cc3)n2)c(O)c1C | 100
CC1CN(C2=NC(=O)/C(=C\c3ccc(N(C)C)cc3)S2)CC(C)O1 (stereo unspecified) | 120
Cn1c(=O)[nH]c(=O)c2nc(/C=C(\Nc3ccccc3)c3ccccc3)c(=O)[nH]c21 | 104
Nc1ccc(-c2nn3c(CCC(=O)c4nc5ncccc5[nH]4)nnc3s2)c(O)c1 | 107
O=C1/C(=C/c2ccccc2O)N=C2SCCCN12 | 108
CC(C)OC(=O)[C@]12CCC(C)(C)C[C@H]1C1=CC[C@@H]3[C@@]4(C)CCC(=O)C(C)(C)[C@@H]4CC[C@@]3(C)[C@]1(C)CC2 | 95
COc1ccc2nc(N/N=C(\C)c3ccccn3)cc(C)c2c1 | -65*
COc1ccc(-c2nnc(COc3ccc(NC(=O)c4ccc(Cl)c(Cl)c4)cc3F)o2)cc1 | 110
C=C(C)[C@@H]1CC2Cc3c(C)cc(C)cc3N1O2 (stereo partly specified) | 103
CC1(C)C2(C#N)C(=O)NC(=O)C12C#N (stereo unspecified) | 99
CC1=C(C(=O)OCC2CCN(C(=O)OC(C)(C)C)CC2)[C@@H](c2cccc(Br)c2)C2=C(CC(C)(C)CC2=O)N1 | 31
Cc1c(C)c(CC#N)c(C)c(C)c1CC#N | 99
ClCCN1c2ccccc2Sc2c1ccc1ccccc21 | 99
COc1ccc(-c2cc(-c3ccc(Cl)cc3)nc(SCCCCCCC(=O)NO)n2)cc1OC | 19
O=C1[C@H]2Cc3c([nH]c4ccccc34)[C@@H](c3c(Cl)cccc3Cl)N2C(=O)CN1C1CCN(Cc2ccccc2)CC1 | 66
CCOC(=O)[C@@H](C)C[C@H](Cc1ccccc1)NC(=O)c1nc([C@@H](C[C@H](C(C)C)N(C)C(=O)[C@@H](NC(=O)[C@H]2CCCCN2C)C(C)C)OC(C)=O)sc1CCOCc1ccccc1 | -63*
FC(F)(F)C1(C2CCNCC2)N=N1 | 108
Cc1cc(C)n(-c2ccc3nnc(-c4ccc(Br)cc4)n3n2)n1 | 95
O=C1COc2ccccc2C(=O)N1CCCCNc1ccccc1 | -36*
CC#CC(=O)O | 107

As entered above:
In HL-60(TB), `CC(C)OC(=O)[C@]12CCC(C)(C)C[C@H]1C1=CC[C@@H]3[C@@]4(C)CCC(=O)C(C)(C)[C@@H]4CC[C@@]3(C)[C@]1(C)CC2` is listed with 95
In HL-60(TB), `Cc1c(O)cc(-c2csc(Nc3ccc(Br)cc3)n2)c(O)c1C` is listed with 100

The list goes on:
SMILES | HL-60(TB)
CC(=O)COC(=O)c1ccccc1 | 90
O=C1Nc2cc(Cl)ccc2/C1=C\c1ccc(OCc2ccccc2)cc1 | 113
CCCCN(CCCC)CC(C)(O)c1ccccc1 (stereo unspecified) | 102
N/C(=N\OC(=O)CSc1nc2ccccc2s1)c1ccc(Cl)cc1 | 108
O=C1CC(c2ccccc2)Cc2nc3ccc(Cl)cc3cc21 (stereo unspecified) | -21*
COc1cc2cc(NC(=O)c3ccc(NCc4cnn(C)c4C)cc3)nc(C)c2cc1OC | 41
O=[N+]([O-])C(Br)(CO)CO | 104
CCC(=C(c1ccc(OCCN2CCCCC2)cc1)c1ccc(OCCN2CCCCC2)cc1)c1ccc(Cl)cc1 | -62*
Cc1cccc(CC(c2cccc(C)c2)N(C)C)c1 (stereo unspecified) | 91
CCCCCN(CCCCC)CC(O)c1ccc(Cl)c(Cl)c1 (stereo unspecified) | 100
COc1ccc(/C(C)=N/Nc2c3ccccc3nc3ccccc23)cc1 | 102
Cn1ncc(Cl)c1-c1cc(C(=O)N[C@H](CN)Cc2cccc(F)c2)sc1Cl | 12
N#Cc1ccc(C(=O)COc2ccc(NC(=O)Nc3ccccc3)cc2)cc1 | 24
Cc1ccc(-n2cc(C(=O)c3cc4c(ccc5ccccc54)oc3=O)c(C(=O)c3cc4ccccc4o3)n2)cc1 | 90
CCc1ccccc1-n1c(=O)c(C#N)c(-c2ccc(O)cc2)c2c(N)[nH]nc21 | 110
O=C1NC(=O)C2(CCCc3ccc(N(CCO)CCO)cc32)N1 (stereo unspecified) | 99
NC(=O)c1cc2c(n1Cc1ccccc1)-c1nc(N)ncc1CCC2 | 118
CCN(C(=O)CN1CCN(c2cc(=O)[nH]c3ccc(F)cc23)CC1)c1ccccc1 | 91
CCN1CCCSC1=S | 84
COc1ccc2c(c1)c(-c1nc(-c3cn(C)c4c(Cl)nccc34)cs1)cn2C | 99
O=C(Nc1cccc(Cl)c1)Oc1c(Br)c(Br)c(Br)c(Br)c1Br | 88
CCOC(=O)c1cc(C(=O)c2ccccc2)n2c1ccc1c3ncccc3ccc12 | 98
COC(=O)[C@@H]1[C@H](O)[C@H](C)[C@H](O)[C@H](C)/C=C\C=C(C)C(=O)Nc2c(C)c(OC(C)=O)c3c(c2O)C(=O)C(C)=C2OCOC(=C23)C(C)=C[C@@](C)(O)[C@H](O)[C@@H](C)[C@H]1OC(C)=O | 119
COc1ccc2c(c1)C(=O)/C(=C/c1cccnc1)CC2 | 99
COC(=O)NC1c2ccccc2CCC1I (stereo unspecified) | 121
SMILES | HL-60(TB)
O=C(/C=C/Nc1ccc(F)cc1F)c1ccc2c(c1)Nc1ccccc1S2 | 27
O=c1oc2ccccc2cc1C1=Nn2c(nnc2C(F)(F)F)SC1 | 102
COc1cc(C)cc(-c2[nH]ncc2-c2cc(NCCN3CCOCC3)nc(-c3cccnc3)n2)c1 | 84
c1ccc2c(CN3CCOCC3)c[nH]c2c1 | 107
CCOC(=O)CCC(NC(=O)C(Cc1ccc(N(CCCl)CCCl)cc1)NC=O)C(=O)OCC (stereo unspecified) | 9.4*
CCOC(=O)C(CCc1ccccc1[N+](=O)[O-])C(=O)OCC | 130
CC12CC[C@@H]3[C@]4(C)COC(c5cn[nH]c5-c5ccccc5)O[C@@H]4CC[C@@]3(C)[C@@H]1CC(C1=CCOC1=O)O2 (stereo partly specified) | 80
N#Cc1c(N)c2sc(Nc3ccccc3)c(-c3nc4ccccc4s3)c2[nH]c1=S | 102
O=C(CN1CCN(c2cc(=O)[nH]c3ccc(F)cc23)CC1)Nc1ccc(Br)cc1 | 53
CSCc1ccc(CSC)cc1 | 99
COc1ccc(OC)c(/C=N/Nc2ncnc3c2c(C)nn3C)c1 | 89
COc1cc(C)cc2oc3oc(=N)c(-c4nc5ccccc5s4)cc3c(=O)c12 | 104
O=Cc1ccc(-n2cc(Cc3cc(Cc4cn(-c5ccc(C=O)cc5)nn4)c(Cc4cn(-c5ccc(C=O)cc5)nn4)cc3Cc3cn(-c4ccc(C=O)cc4)nn3)nn2)cc1 | 99
N[C@@H](C[C@@H]1CC(Br)=NO1)C(=O)O | 94
O=S1(=O)OCCCO1 | 99
COc1ccc(-c2c(C#N)c(-c3ccc(C)cc3)nc3c2c(-c2ccccc2)nn3-c2ccccc2)cc1 | 97
CCC(COC(=O)c1ccccc1)NC(C)C (stereo unspecified) | 89
COc1ccc(/C=N/NC(=O)CSc2nc3ccccc3c(=O)n2Cc2ccc(S(N)(=O)=O)cc2)cc1 | 102
COc1ccc(-c2nc(SCC(=O)Nc3ccc(C(=O)/C=C/c4ccc(Cl)cc4)cc3)[nH]c(=O)c2C#N)cc1OC | 98
Cc1cc(-c2ccccc2)c(-c2ccccn2)c2ccccc12 | 87
CN(C)c1ccc(/C=N/NC(=O)c2ccccc2Nc2cccc(C(F)(F)F)c2)cc1 | 92
COC(=O)/C(CCC(Br)C(C)(C)[n+]1ccccc1)=C1\[C@@H](OC(C)=O)C[C@@]2(C)[C@H]1C[C@@H](O)[C@H]1[C@@]3(C)CCC(=O)[C@@H](C)[C@@H]3CC[C@@]12C (stereo partly specified) | 109
Nc1ncnc(Nc2ccccc2Oc2ccccc2)n1 | 115
Cn1c(=O)c2nc(NCC3CCCCC3)sc2n(C)c1=O | 124
Cc1cc(OCCO)cc(C)c1Cl | 100

A draw from above in order of molecular weight, low to high.
SMILES | HL-60(TB)
N#Cc1ccc(C(=O)COc2ccc(NC(=O)Nc3ccccc3)cc2)cc1 | 24
CN(C)c1ccc(/C=N/NC(=O)c2ccccc2Nc2cccc(C(F)(F)F)c2)cc1 | 92
CC(C)OC(=O)[C@]12CCC(C)(C)C[C@H]1C1=CC[C@@H]3[C@@]4(C)CCC(=O)C(C)(C)[C@@H]4CC[C@@]3(C)[C@]1(C)CC2 | 95

(further entries)
SMILES | HL-60(TB)
COc1cccc(OC)c1C(=O)N[C@@H]1C(=O)N2[C@@H]1SC(C)(C)[C@@H]2C(=O)O | 94
O=C(O)/C=C(\c1nc2ccc([N+](=O)[O-])cc2[nH]1)c1cc(Cl)ccc1O | 11
CCCCCCCCCCCCCCCCNC(=O)Nc1ccc(-c2ccc(NC(=O)NCCCCCCCCCCCCCCCC)c(OC)c2)c(OC)c1 | 111
NCCN1C(=O)c2cccc3c(-c4ccc(-c5nc6c7ccccc7c7ccccc7c6[nH]5)cc4)ccc(c23)C1=O | 66
COc1ccc(-c2nc3ccc(-c4nnc(SCC(=O)Nc5ccccc5)o4)cc3[nH]2)cc1OC | 117
CC(=O)Nc1ccc(S(=O)(=O)Cl)cc1 | 103
N#Cc1c(-c2ccc(Cl)cc2)nc(N=Nc2c(O)[nH]c3ccc(Br)cc23)nc1N1CCOCC1 | 105
COc1ccc(N=Nc2c(N)nn3c(-c4ccccc4)cc(C)nc23)cc1 | 93
Cc1ccc(-c2cc(-c3ccncc3)[nH]c(=O)c2C#N)s1 | 99
CCCOC(=O)COc1ccc(OC)cc1 | 96
Ic1ccc2ccccc2c1 | 119
O=C(O)CN1C(=O)/C(=C/c2ccccc2)SC1=S | 100
C=C(CCC(=O)O)C(=O)O | 97
Cc1cccc(C(=O)/C=C/c2c(Cl)nc3sccn23)c1 | 60
C[C@H]1[C@H](OC(=O)CCC(=O)N(CCCc2cn(-c3cc4ccc(O)cc4oc3=O)nn2)CCNc2ccnc3cc(Cl)ccc23)O[C@@H]2OC3(C)CC[C@H]4[C@H](C)CC[C@@H]1[C@@]24OO3 | 14
Cc1ccc(Nc2ccc(O)c3c2C(=O)c2c(O)ccc(Nc4ccc(C)cc4)c2C3=O)cc1 | 108
CCOc1ccc(NC(=O)C(C(C)N2CCCCC2)N2CCCCC2)cc1 (stereo unspecified) | 72
COc1ccccc1-c1ccc2nc(NC(=O)Nc3ccc(CN4CCOCC4)c(C(F)(F)F)c3)sc2c1 | 34
COc1c(O)cc2c(c1OC)OCO2 | 94
O=c1c2ccccc2nc(COc2ccccc2)n1NCc1ccc([N+](=O)[O-])cc1 | 82
CC(=O)/C(=C\N1CCNC1=S)C(=O)Nc1ccccc1 | 104

Four entries picked at random from the list so far, as already listed:
SMILES | HL-60(TB)
COC(=O)[C@@H]1[C@H](O)[C@H](C)[C@H](O)[C@H](C)/C=C\C=C(C)C(=O)Nc2c(C)c(OC(C)=O)c3c(c2O)C(=O)C(C)=C2OCOC(=C23)C(C)=C[C@@](C)(O)[C@H](O)[C@@H](C)[C@H]1OC(C)=O | 119
COc1ccc(-c2cc(-c3ccc(Cl)cc3)nc(SCCCCCCC(=O)NO)n2)cc1OC | 19
O=C(NCCCNc1nccc(-c2c(-c3cccc(F)c3)nc3sccn23)n1)c1c(F)cccc1F | 55
CC1(C)C2(C#N)C(=O)NC(=O)C12C#N (stereo unspecified) | 99
